XiGFP reactiv: reactivates the inactive X chromosome in mouse fibroblasts; XiGFP mouse fibroblasts, % GFP-positive cells imaging, 3 d; cells co-treated with 5-aza-dC sensitizer; scaled so ellipticine positive control = 100%; activation, % at 7.58 µM; hit rate 0.055% among 360,000; AID 743238;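 active means mean normalized replicate activation at least 10% and every replicate at or above 10%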;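 further: 0% = median of on-plate neutral control wells and 100% = ellipticine 6 µM median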
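System: XiGFP fibroblasts, SV40-immortalized. Medium: DMEM plus 5-aza-dC sensitizer. Doses: single point. Timing: 3 d treatment, 15 min room-temperature fixation. Control set: ellipticine 6 µM.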
GSIS activator: primary screen for activators of insulin secretion dependent on glucose, INS-1E cells, GLuc reporter luminescence. hit rate 0.61% among 370,000. INS-1E GLuc reporter insulin secretion, 2-3 h. activation, % at 16.6 µM;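 active means lowest replicate activation of at least 40%, so every replicate reaches that level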;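 further: 0% = median of neutral control wells and 100% = median of IBMX positive control wells; some compounds called inactive have numbers as strong as hits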
esBAF inh: blocks esBAF chromatin remodeling in mouse ES cells; hit rate 2% among 350,000; reporter increase, % at 12.5 µM; Bmi1-luciferase knock-in reporter, 24 h; 100% = twice the neutral-well signal; in the data active means activation above about 40%;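 further: 0% = median of the plate's neutral control wells and 100% = double that signal; a rise in the Bmi1 reporter signal indicates esBAF inhibition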
ARNT TACC3 PPI: disrupts binding between human ARNT and TACC3; AlphaScreen His-ARNT PAS-B/GST-TACC3 binding, luminescence; TACC3 fragment carries E629A point mutation; inhibition, % at 9.99 µM; hit rate 0.66% among 390,000;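 active means mean inhibition of replicates at least 50% and at least half of replicates each reaching 50%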;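 further: 0% = complete ARNT plus TACC3 wells and 100% = ARNT alone without TACC3; many hits fall short of the cut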
RAD52 inh: blocks human RAD52 DNA annealing. recombinant RAD52 DNA annealing, FRET fluorescence. hit rate 0.46% among 360,000. inhibition, % at 18.7 µM;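 active means every replicate showing at least 50% inhibition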
CFTR F508del cor: correctors of CFTR F508del function in bronchial epithelial cells; CFBE cells, YFP halide quenching; stimulated with forskolin plus potentiator P3; % fluorescence drop versus neutral controls; hit rate 0.36% among 350,000; activity (quench increase), % at 7.58 µM;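 active means mean added fluorescence quench of at least 8% versus neutral control, with both replicates also reaching 8%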;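 further: cells transiently co-express mutant CFTR-F508del with the halide-sensitive YFP; corrector assay measuring rescue of mutant channel to the surface after 24 h compound exposure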
RAD54 branch: inhibitors of human RAD54 branch migration; RAD54 Holliday junction branch migration, FAM/BHQ fluorescence; inhibition, % at 10.4 µM; hit rate 0.14% among 360,000;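 active means mean normalized replicate activity at least 40 and at least half of replicates scoring 40 or more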;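 further: 0% = median of neutral control wells and 100% = median of positive control wells; inhibitors cause a drop in the FAM fluorescence signal; in these data hits start at about 50%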
ERAP1 HTS inh: blocks human ERAP1 aminopeptidase activity; recombinant ERAP1, Leu-AMC fluorescence, 60 min; inhibition, % at 10.7 µM; hit rate 0.15% among 340,000; AID 652197;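 active means mean replicate inhibition of at least 30%, or all replicates individually reaching that 30% level; inactive means mean below 30% and not every replicate reaching it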;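 further: 0% = neutral control wells and 100% = L-leucinethiol positive control wells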
Target sequence (Q9NZ08 whole entry, looked up): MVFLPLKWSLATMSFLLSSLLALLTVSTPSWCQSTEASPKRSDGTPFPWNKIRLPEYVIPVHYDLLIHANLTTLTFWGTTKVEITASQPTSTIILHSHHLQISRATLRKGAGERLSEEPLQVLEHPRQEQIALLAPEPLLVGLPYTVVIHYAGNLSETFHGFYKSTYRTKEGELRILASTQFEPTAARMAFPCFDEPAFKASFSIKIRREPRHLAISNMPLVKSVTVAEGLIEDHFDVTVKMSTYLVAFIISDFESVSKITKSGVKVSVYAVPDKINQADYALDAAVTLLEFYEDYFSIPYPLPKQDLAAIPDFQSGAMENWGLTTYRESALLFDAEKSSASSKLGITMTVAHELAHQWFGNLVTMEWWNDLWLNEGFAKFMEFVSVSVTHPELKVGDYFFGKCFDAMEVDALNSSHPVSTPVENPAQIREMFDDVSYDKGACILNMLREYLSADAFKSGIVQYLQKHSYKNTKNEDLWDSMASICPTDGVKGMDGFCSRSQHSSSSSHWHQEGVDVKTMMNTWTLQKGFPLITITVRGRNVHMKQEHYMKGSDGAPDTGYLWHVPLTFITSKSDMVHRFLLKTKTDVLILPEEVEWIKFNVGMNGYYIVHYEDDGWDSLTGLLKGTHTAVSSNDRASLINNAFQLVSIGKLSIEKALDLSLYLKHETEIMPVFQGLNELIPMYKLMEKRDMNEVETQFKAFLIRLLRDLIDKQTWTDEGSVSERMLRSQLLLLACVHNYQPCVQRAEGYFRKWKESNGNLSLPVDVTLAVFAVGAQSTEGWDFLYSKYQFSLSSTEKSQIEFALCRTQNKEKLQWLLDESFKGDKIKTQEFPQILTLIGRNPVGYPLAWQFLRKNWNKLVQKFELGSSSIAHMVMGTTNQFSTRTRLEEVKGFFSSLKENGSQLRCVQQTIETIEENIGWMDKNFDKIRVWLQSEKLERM
Active calls of the source: *; x = no result given; & = joins results of further samples. Not a hit list; 3.3% or so of the library scored in one or more.

SMILES	XiGFP reactiv	GSIS activator	esBAF inh	ARNT TACC3 PPI	RAD52 inh	CFTR F508del cor	RAD54 branch	ERAP1 HTS inh
Cc1ccc(NC(=O)COc2coc(CN3CCN(c4ccccc4)CC3)cc2=O)cc1	0.1	-7	7	2	-13	-0.9	-1	-1
NS(=O)(=O)c1ccc(CCNc2ccccc2[N+](=O)[O-])cc1	0.2	21	31	-4	-10	7.9	2	4
CN(C(=O)c1ccc2c(=O)n3c(nc2c1)CCCCC3)c1ccccc1F	0.0	-12	6	22	-11	1.4	0	-4
COC(=O)c1cn(NC(=O)c2ccc(OC)c([N+](=O)[O-])c2)c(=O)c2ccccc12	0.5	9	-1	-1	-7	-2.3	x	6
CC(C)(C)NC(=O)NC(=O)COC(=O)COc1ccc(Cl)cc1Cl	0.0	11	-2	4	0	0.5	6	-1
O=C(c1ccccc1)N1CCCCC(Sc2nnc3ccccn23)C1=O (configuration not stated)	x	19	-3	-2	3	0.0	-12	-2
COc1ccc(-c2cn(CC[C@@H]3CC[C@@H](NS(=O)(=O)c4ccccc4C)[C@H](CO)O3)nn2)cc1	-0.4	4	6	-12	20	2.9	4	-1
O=C(C[C@H]1C[C@@H]2c3cc(NC(=O)C4CCC4)ccc3O[C@@H]2[C@@H](CO)O1)NCc1cccc(F)c1	0.0	6	3	2	4	-0.4	8	-4
Cc1c(OC(C(=O)O)c2ccccc2)ccc2c3c(c(=O)oc12)CCC3 (configuration not stated)	0.0	-10	1	-9	-3	5.6	2	0
O=C(COc1coc(CN2CCCc3ccccc32)cc1=O)Nc1ccc([N+](=O)[O-])cc1	0.1	-4	6	-2	-56	2.6	6	3
NC(=O)CC(NC(=O)Cc1ccc(Br)cc1)c1ccc(NCCc2ccccc2F)c([N+](=O)[O-])c1 (configuration not stated)	0.0	5	10	-1	-23	0.9	1	-2
CCOc1ccc(NC(=O)CN(C)C(=O)c2cc(C)on2)cc1OCC	0.0	2	-8	x	8	1.2	-3	2
O=C(Nc1cnc2sccn2c1=O)c1ccccc1Cl	x	23	12	-5	x	x	7	x
CCc1nnc(NS(=O)(=O)c2ccc(Nc3ccc([N+](=O)[O-])c4nonc34)cc2)s1	0.0	-26	x	9	-114	3.9	x	19
CCc1c(C)nc2ncnn2c1N1CCC(C(=O)NCc2cccc(OC)c2)CC1	x	6	-22	-2	x	x	8	x
C[C@H]1CCCCO[C@H](CN(C)Cc2ccncc2)[C@@H](C)CN([C@@H](C)CO)C(=O)c2cc(NC(=O)Nc3ccccc3)ccc2O1	0.2	-17	x	7	9	-1.8	-5	-2
Cc1noc(C)c1S(=O)(=O)Nc1ccc2c(c1)C(=O)N([C@H](C)CO)C[C@H](C)[C@H](CN(C)C(=O)Nc1ccc(F)cc1)O2	-1.3	0	-4	x	x	-2.2	x	x
O=C(CSc1ncc(-c2ccccc2)n1C1CCCC1)N1CCc2ccccc21	x	11	16	-3	-18	2.6	-5	-3
Cc1[nH]c2ccccc2c1/C=N\NC(=O)CNc1ccc2c(c1)OCO2	-0.1	-2	11	-7	-6	-3.2	0	-3
Cc1cccc(NS(=O)(=O)c2ccc3c(c2)NC(=O)CC(=O)N3)c1	0.2	27	0	2	-1	-1.0	-7	2
COc1ccc(NC(=O)CSc2nnc(C)n2C2CCCCC2)cc1	0.1	3	5	4	2	-0.2	0	-5
CCOC(=O)C(=O)N(CC)C1CCS(=O)(=O)C1 (configuration not stated)	0.0	5	0	-4	-3	-0.1	2	2
S=C(NCCCN1CCOCC1)NCCCN1CCOCC1	0.1	3	-1	1	-5	2.0	-4	1
CO[C@@H]1CN(C)C(=O)c2ccc(NC(C)=O)cc2OC[C@H](C)N(Cc2ccccc2F)C[C@H]1C	0.2	-11	9	2	-5	1.1	-5	4
CCOC(=O)c1cc2c(ccn2C)n1CC(=O)N1C(C)CCCC1C (configuration not stated)	0.5	-26	x	-7	-26	3.8	x	-5
SMILES	XiGFP reactiv	GSIS activator	esBAF inh	ARNT TACC3 PPI	RAD52 inh	CFTR F508del cor	RAD54 branch	ERAP1 HTS inh
CCOc1ccc(NC(=O)Nc2ccc(Cc3ccncc3)cc2)cc1	0.7	-3	-6	-7	-3	0.7	-14	x
CN(CCCOc1ccccc1Br)Cc1ccccc1	0.3	9	x	1	-4	1.8	x	1
COC(=O)[C@]12C[C@H](CC(=O)NCc3cccs3)C(=O)N(CCC3=CCCCC3)C1=C[C@H](C(C)(C)C)O[C@@H]2C	0.0	x	x	x	2	0.8	x	3
CCCC#Cc1ccc([C@H]2[C@@H](CO)N(C(=O)C3CC3)[C@H]2C#N)cc1	0.7	8	-3	1	2	3.5	-17	4
C[C@H](CO)N1C[C@H](C)[C@H](CN(C)C(=O)c2ccccc2)Oc2ncc(C#C[C@@H](C)O)cc2C1=O	0.1	3	2	2	-14	3.3	3	0
COc1ccc(C)cc1N(CC(=O)Nc1cccnc1)S(=O)(=O)c1ccccc1	0.0	-11	x	-21	-11	5.2	x	3
O=[N+]([O-])c1ccc(OCCO)nc1	0.0	8	-1	-1	-11	-1.0	-18	4
C[C@H](CO)N1C[C@H](C)[C@H](CN(C)C(=O)NC2CCCCC2)Oc2cc(/C=C/c3ccccc3)ccc2S1(=O)=O	0.3	12	-4	11	15	2.1	-7	3
COc1ccccc1S(=O)(=O)Cc1ccc(C(=O)NCc2ccc(C)cc2)o1	0.1	-4	x	2	-12	-2.4	x	-2
COc1ccc(/C=C2\SC(=S)N(CC(=O)NCCO)C2=O)cc1	0.1	2	x	x	-10	2.0	x	3
CCCc1nnc(NC(=O)CCC(=O)NCCc2ccc(Cl)cc2)s1	0.5	6	3	-6	-9	-1.0	-13	0
CN1CCN(c2ncnc3c2ncn3[C@H]2CN(Cc3ccccc3)C[C@@H](CO)O2)CC1	0.0	23	-4	x	-5	1.8	1	-7
COc1ccc(NC(=O)c2cccc(N3C(=O)c4ccc(C(=O)Nc5ccc(OC)c(O)c5)cc4C3=O)c2)cc1O	0.1	2	-14	6	4	2.9	-1	2
Cc1sc(NC(=O)c2ccc(=O)n(C)n2)nc1-c1ccccc1	0.0	-4	10	7	-10	-3.0	6	-2
COc1cccc(-c2c(-c3cc(OC)cc(OC)c3)n(C)c3ccc(-c4cccc5[nH]ccc45)cc23)c1	0.0	-12	4	-3	x	1.5	-6	x
Cc1cn([C@H]2C[C@H](O)[C@@H](CCC(=O)NCC(c3ccccc3)c3ccccc3)O2)c(=O)[nH]c1=O	0.3	x	5	x	-7	-0.4	0	1
COC(=O)[C@@H]1[C@@H](CO)[C@@H]2Cn3c(ccc(-c4ccccc4OC)c3=O)[C@@H]2N1CC1CCCCC1	0.3	-8	x	x	-7	-0.9	x	1
CCCCCCCC[n+]1cccc2c3ccccc3ccc21	0.4	-76	x	3	39	0.6	x	-7
Cc1[nH]c2ccccc2c1C(=O)C(=O)NCc1ccncc1	0.0	7	1	-1	0	-0.6	9	1
Cn1c(=O)c2c(ncn2CCC(=O)N/N=C/c2cccnc2)n(C)c1=O	0.2	x	x	-3	-4	-0.1	-10	0
CC(C)NC(=O)Nc1ccc2c(c1)C(=O)N([C@H](C)CO)C[C@@H](C)[C@H](CN(C)S(=O)(=O)c1cn(C)cn1)OCCCC[C@H](C)O2	-0.1	-1	0	-1	6	1.5	12	0
Cc1ccc(S(=O)(=O)N[C@@H]2CC[C@H](CCNS(=O)(=O)Cc3ccccc3)O[C@H]2CO)cc1	-0.3	-4	2	-18	-2	1.2	-6	1
COC(=O)c1c(C)nc(C)c(C(=O)OC)c1-c1ccc(OC)c(OC)c1	0.0	20	x	3	-7	-0.2	x	-4
COCCCNc1nc(-c2ccc(Cl)cc2)nc2ccccc12	0.0	5	-7	-7	-4	2.2	5	1
CCCNC(=O)C[C@@H]1CC[C@H]2[C@H](COc3ccc(NC(=O)c4ccc(C(F)(F)F)cc4)cc3C(=O)N2C)O1	0.3	-11	27	-9	-3	4.3	-8	0

Brought forward from above: three compounds, then new ones.
SMILES	XiGFP reactiv	GSIS activator	esBAF inh	ARNT TACC3 PPI	RAD52 inh	CFTR F508del cor	RAD54 branch	ERAP1 HTS inh
COC(=O)c1c(C)nc(C)c(C(=O)OC)c1-c1ccc(OC)c(OC)c1	0.0	20	x	3	-7	-0.2	x	-4
COCCCNc1nc(-c2ccc(Cl)cc2)nc2ccccc12	0.0	5	-7	-7	-4	2.2	5	1
CCCNC(=O)C[C@@H]1CC[C@H]2[C@H](COc3ccc(NC(=O)c4ccc(C(F)(F)F)cc4)cc3C(=O)N2C)O1	0.3	-11	27	-9	-3	4.3	-8	0
Nc1c(N2CCCCC2)c2ccccc2oc1=O	0.1	8	-8	1	-1	2.1	x	2
CCCC#Cc1ccc2c(c1)O[C@@H](CN(C)CC1CC1)[C@@H](C)CN([C@H](C)CO)S2(=O)=O	-0.7	-6	-12	2	10	2.5	4	0
CCOC(=O)[C@@H]1[C@H]2COc3ccccc3[C@@H]2N2C(=O)N(c3ccccc3)C(=O)[C@]12C	0.0	2	0	-1	-13	-2.5	0	-2
Cc1ccc(S(=O)(=O)N[C@H]2CC[C@@H](CC(=O)N3CCC(Cc4ccccc4)CC3)O[C@@H]2CO)cc1	-0.6	-26	6	-11	-4	1.9	-18	0
CCCC(=O)N1CC2(C1)CN(C(C)=O)[C@H](CO)c1c2c2ccc(OC)cc2n1C	1.4	31	x	x	6	0.1	x	0
Cc1noc(C)c1NC(=O)Nc1ccc2c(c1)CC(=O)N([C@@H](C)CO)C[C@H](C)[C@@H](CN(C)C(=O)NC(C)C)O2	0.6	5	-6	-52	x	-2.1	11	x
C[C@H](CO)N1C[C@H](C)[C@H](CN(C)C)Oc2ncc(C#Cc3ccc(F)cc3)cc2C1=O	-0.1	-4	1&0	21&2	17&22	-1.3&0.8	0&8	1&1
Cc1ccc(CNC(=O)CCc2c(C)nn(-c3ccc(N4CCOCC4)nn3)c2C)cc1	-0.1	0	5	-27	-10	0.8	4	2
C/C=C/c1ccc2c(c1)O[C@H](CN(C)C(C)=O)[C@H](C)CN([C@@H](C)CO)S2(=O)=O	-0.8	14	-3	11	15	-2.4	-8	1
CC1CC(C)CN(C(=S)NC2CCCCC2)C1 (configuration not stated)	0.9	9	x	-6	-2	x	x	2
Cc1ccc(-c2ccc([C@@H]3[C@H]4CN(C(=O)Cc5ccccn5)CC(=O)N4[C@H]3CO)cc2)cc1	0.1	7	x	x	-15	-1.3	x	-2
C[C@H]1CN([C@@H](C)CO)C(=O)c2cc(NC(=O)C3CC3)ccc2O[C@@H]1CN(C)Cc1ccc(Cl)c(Cl)c1	-1.2	7	0	1	8	1.6	9	-2
COc1ccc(CN2CC3(CN(C(C)=O)C3)c3c([nH]c4cc(OC)ccc34)[C@@H]2CO)cc1	0.2	34	x	x	-26	-0.7	x	-7
COc1ccc(-c2csc(Nc3cccc(C)n3)n2)cc1C	0.2	-4	45*	3	-9	2.5	1	4
CC(Nc1nc(-c2ccccc2F)nc2ccccc12)c1ccccc1 (configuration not stated)	0.0	-44	-4	-5	-2	-2.7	-2	0
CCOC(=O)c1c(C)oc2c(CC(=O)c3ccccc3)c(Cl)c(O)c(O)c12	-0.1	-13	x	-1	x	x	-10	x
COc1cccc(C2CC(c3ccc(Cl)cc3Cl)Nc3nc(N)nn32)c1 (configuration not stated)	x	-10	0	21	x	x	-6	x
CCc1nc2ccc(C(=O)N(C)Cc3ccco3)cn2c1N(C)Cc1ccc(OC)cc1	0.1	-6	-5	x	0	-0.5	0	-1
COC(=O)c1ccccc1NC(=O)Cn1cc2c(n1)CCC(C)C2 (configuration not stated)	0.2	-7	4	1	-1	-3.2	-13	-10
Cc1c(N(C(=O)CNC(=O)c2ccccc2)C2(C(=O)NC3CCCCC3)CCCCC2)c(=O)n(-c2ccccc2)n1C	0.0	8	6	-1	-20	-1.4	-8	2
